sEH act: increases human soluble epoxide hydrolase activity; P34913; purified human sEH enzymatic activity, activator screen; activation, % at 2 µM; actives 0.04% (n = 91,000); in the data active = activation above about 37%; note: values of inactives mirror those of a sister screen read the other way
S1P2 ag: activates the human S1P2 receptor; O95136; S1P2-expressing cell line, agonist reporter read-out; activation, % at 4.5 µM; actives 0.46% (n = 97,000); in the data active = activation above about 16%;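 note: 0% = vehicle low control and 100% = maximal reference agonist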
Lung fibro prol: blocks proliferation of human lung fibroblasts | AID 719 | LL 47 human lung fibroblast viability, ATP luminescence; hits give low values | viability, % at 10 µM | actives 1.1% (n = 85,000);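 active = viability at or below 50% in the single dose screen; inactive = viability above 50%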;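 note: compound exposure lasted 72 h before the ATP readout; 100% = median luminescence of untreated cell-only wells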
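Benchmarks: Cell-only wells, no compound | Test system: LL 47 human lung fibroblasts, passage 12 or lower | Input: 1,150 cells/well | Measured by: CellTiter-Glo luminescence measuring cellular ATP | Medium: IMEM, 15% FBS supplement | Schedule: Overnight attachment after seeding, then 72 h compound exposure at 37 °C | Doses: Compound addition at 0.1% DMSO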
LYP act: activators of human LYP (PTPN22) phosphatase; actives 0.11% (n = 96,000); recombinant LYP, DiFMUP fluorescence; 0 = plate median, 100 = signal doubled; activation, % at 2 µM; Q9Y2R2; AID 697;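 active = activation at 2 µM above a set limit, the mean plus 5 SD, cut at about 37% in these data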
Target sequence (Q9Y2R2 whole entry, looked up): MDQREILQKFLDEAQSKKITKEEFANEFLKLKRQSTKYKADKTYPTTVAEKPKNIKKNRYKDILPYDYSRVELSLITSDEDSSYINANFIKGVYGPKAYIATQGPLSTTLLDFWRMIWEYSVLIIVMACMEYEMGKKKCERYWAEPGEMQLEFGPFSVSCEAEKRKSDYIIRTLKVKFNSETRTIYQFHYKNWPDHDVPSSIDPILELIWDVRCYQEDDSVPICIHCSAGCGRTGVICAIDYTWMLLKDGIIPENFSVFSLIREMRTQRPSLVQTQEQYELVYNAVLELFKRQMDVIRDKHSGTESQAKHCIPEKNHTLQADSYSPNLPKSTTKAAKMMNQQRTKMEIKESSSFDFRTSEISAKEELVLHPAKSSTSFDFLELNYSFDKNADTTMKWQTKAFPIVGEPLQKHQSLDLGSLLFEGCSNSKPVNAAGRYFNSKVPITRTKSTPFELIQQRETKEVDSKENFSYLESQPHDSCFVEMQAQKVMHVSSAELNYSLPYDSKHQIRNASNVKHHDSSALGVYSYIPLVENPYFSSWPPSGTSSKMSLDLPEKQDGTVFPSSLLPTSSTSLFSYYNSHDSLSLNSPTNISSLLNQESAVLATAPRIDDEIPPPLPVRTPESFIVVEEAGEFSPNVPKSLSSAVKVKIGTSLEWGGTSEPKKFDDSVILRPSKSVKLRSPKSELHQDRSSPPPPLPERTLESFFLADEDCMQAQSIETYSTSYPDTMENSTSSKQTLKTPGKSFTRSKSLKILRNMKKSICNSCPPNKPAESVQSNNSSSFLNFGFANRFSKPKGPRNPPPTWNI
H69AR inhibit: blocks growth of human H69AR lung tumor cells; H69AR lung tumor viability, ATP luminescence, 72 h; hits give low values; viability, % at 10 µM; actives 6% (n = 85,000);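 active = viability at or below 40%; inactive = viability above 40%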;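 note: multidrug resistant small cell line overexpressing MRP-1 efflux transporter; 100% = mean luminescence of untreated control wells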
sEH inh: soluble epoxide hydrolase (human) inhibition | P34913 | recombinant human sEH enzymatic activity assay | inhibition, % at 2 µM | actives 0.34% (n = 91,000); in the data active = inhibition above about 80%; note: values of inactives mirror those of a sister screen read the other way; many of its hits are not listed in these tables
PostGolgi ctrl: inhibits growth of the yeast control strain; efflux-deficient yeast background strain, growth absorbance A615, 16 h; inhibition, % at 10 µM; actives 5% (n = 98,000); AID 738; in the data active = inhibition above about 30%
HUVEC prolif 384: blocks proliferation of human endothelial cells. viability, % at 10 µM (by protocol). actives 1.1% (n = 86,000). HUVEC proliferation, CellTiter-Glo luminescence, 72 h; hits give low values. AID 648;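 active = viability at or below 30%; inactive = viability above 30%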;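 note: 100% = median luminescence of DMSO-only cell control wells on each plate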
S1P2 blocker: blocks the human S1P2 receptor; cell-based S1P2 antagonist assay, inhibition at 5 uM; inhibition, % at 5 µM; actives 0.21% (n = 97,000); in the data active = inhibition above about 45%;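 note: CRE beta-lactamase reporter cells expressing human S1P2 stimulated with S1P; 0% = agonist at EC80 alone and 100% = agonist plus reference antagonist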
Active calls of the source: *; · = not tested or not shown. A portion of the library; the hit share may differ from the screen's.

SMILES | sEH act | S1P2 ag | Lung fibro prol | LYP act | H69AR inhibit | sEH inh | PostGolgi ctrl | HUVEC prolif 384 | S1P2 blocker
CC(=O)Nc1ccc2ccc3cccc4ccc1c2c34 | 9.2 | -5.8 | 93.3 | 6.7 | 97.2 | -3.9 | · | 81.4 | -2.7
O=C(Cn1nc(-c2ccccc2)ccc1=O)NCCN1CCN(c2cccc(Cl)c2)CC1 | -7.3 | -4.6 | 101.0 | -1.9 | 82.1 | 9.4 | 7.7 | 75.6 | 0.7
NC(=O)C1(N2CCCCC2)CCN(C(=O)CSc2nc3ccccc3s2)CC1 | -1.1 | -4.8 | 87.3 | 5.9 | 75.0 | 5.8 | -6.0 | 104.0 | -1.4
CCCCCNC(=O)CC1Nc2c3ccccc3nc(=S)n2C1=O (configuration not stated) | -13.1 | -2.5 | 105.3 | 16.1 | 92.2 | 10.7 | 1.8 | 94.5 | 8.7
N#C/C(=C/c1ccc(N2CCOCC2)o1)c1ccc(Br)cc1 | 1.9 | -12.6 | · | 2.7 | · | -3.2 | 28.8 | · | 19.7
C=CCSc1nnc2n(CCc3ccccc3)c(=O)c3c4c(sc3n12)COC(C)(C)C4 | -5.0 | -2.7 | 106.7 | 1.5 | 81.8 | 5.9 | 27.4 | 91.5 | -24.2
CCCN1Cc2cccc(C(=O)NCc3ccccc3)c2C1=O | 1.1 | -1.1 | 102.8 | -1.7 | 70.4 | -1.1 | 20.1 | 100.0 | 2.4
CCCCCc1nnc(NC(=O)Cc2cccs2)s1 | -1.6 | -0.8 | 97.3 | -16.8 | 99.6 | 1.2 | 1.3 | 100.7 | -7.9
CCc1noc(C)c1C(=O)N1CCCC1 | 1.9 | -2.2 | 103.5 | -7.7 | 92.7 | -0.3 | 12.9 | 91.4 | 2.1
Cc1cccc(C)c1OCCOCCN1CCN(C)CC1 | · | · | 102.0 | · | 98.4 | · | -3.5 | 107.4 | ·
CCN(CC)S(=O)(=O)c1ccc(/C(O)=C2/C(=O)C(=O)N(CCOC)C2c2ccccc2)cc1 (configuration not stated) | · | · | 104.1 | · | 103.4 | · | 1.2 | 94.3 | ·
CC(=O)Nc1ccc(S(=O)(=O)NC(CC(=O)NCCc2ccccc2)C(C)C)cc1 (configuration not stated) | -11.3 | -9.3 | 101.4 | 6.6 | 106.0 | 13.9 | 4.5 | 103.0 | -9.1
CCOC(=O)N1CCN(c2c(NCCCN(CC)Cc3ccccc3)c(=O)c2=O)CC1 | 2.5 | -4.7 | 94.9 | -3.1 | 88.4 | -1.8 | 5.2 | 91.4 | 12.5
CCOC(=O)Cn1cc([N+](=O)[O-])c(OC)n1 | 7.5 | -1.5 | · | 11.4 | · | -9.3 | 0.3 | · | -9.0
CCc1c(C)nc2ncnn2c1NCCc1ccccc1 | 3.5 | -4.0 | 94.5 | 3.8 | 65.6 | -4.0 | 16.1 | 97.2 | 32.8
CC(=O)Nc1ccc(NC(=O)C2CC(=O)N(c3cccc(C)c3C)C2)cc1 (configuration not stated) | -11.1 | -5.6 | 100.0 | -3.0 | 89.7 | 10.0 | 7.0 | 98.8 | 15.0
COc1cccc(S(=O)(=O)Nc2ccc(C(=O)NCc3ccco3)cc2)c1 | -9.0 | -6.5 | 94.7 | 12.2 | 91.5 | 6.7 | 0.6 | 86.6 | 10.0
CCc1cccc(C)c1N(C(=O)Cn1c(COC)nc2ccccc21)C(C)COC (configuration not stated) | 10.8 | -7.8 | 95.6 | -9.5 | 90.1 | -10.5 | 10.4 | 91.6 | 7.9
COc1cccc(C(=O)Cn2c(=N)n(C)c3ccccc32)c1 | · | · | 81.7 | · | 73.4 | · | 4.5 | 81.5 | ·
O=C(Nc1ccc(N2C(=O)C3C4C=CC(C4)C3C2=O)cc1)Nc1nnc(C(F)(F)F)s1 (configuration not stated) | · | -0.7 | · | 4.2 | · | · | 7.1 | · | -11.4
CCCc1c(C)c2cccc(C)c2[nH]c1=O | -1.1 | -4.3 | 102.2 | -1.4 | 102.2 | 1.4 | 5.7 | 101.9 | 6.7
Cc1cccc(NC(=O)c2cnc3ccccn3c2=O)c1 | · | · | 91.2 | · | 89.4 | · | 7.5 | 85.2 | ·
C#CCSc1nncn1C(=O)/C=C/c1ccccc1 | 4.3 | -1.2 | · | 0.4 | · | -1.9 | -4.9 | · | -3.4
CC1CCc2nc3ccc(S(=O)(=O)N4CCC(C(=O)N5CCCCC5)CC4)cc3c(C(=O)O)c2C1 (configuration not stated) | 10.2 | -4.2 | 91.1 | 7.2 | 86.6 | -11.4 | 5.0 | 94.8 | -9.4
CCOCCNC(=O)c1ccccc1C(=O)NCCOCC | 10.9 | -6.4 | 93.3 | 1.4 | 96.7 | -10.9 | 4.7 | 108.5 | 8.3

Next part; the last 3 above are carried over.
SMILES | sEH act | S1P2 ag | Lung fibro prol | LYP act | H69AR inhibit | sEH inh | PostGolgi ctrl | HUVEC prolif 384 | S1P2 blocker
C#CCSc1nncn1C(=O)/C=C/c1ccccc1 | 4.3 | -1.2 | · | 0.4 | · | -1.9 | -4.9 | · | -3.4
CC1CCc2nc3ccc(S(=O)(=O)N4CCC(C(=O)N5CCCCC5)CC4)cc3c(C(=O)O)c2C1 (configuration not stated) | 10.2 | -4.2 | 91.1 | 7.2 | 86.6 | -11.4 | 5.0 | 94.8 | -9.4
CCOCCNC(=O)c1ccccc1C(=O)NCCOCC | 10.9 | -6.4 | 93.3 | 1.4 | 96.7 | -10.9 | 4.7 | 108.5 | 8.3
Nc1cc2c([N+](=O)[O-])cccc2o1 | -6.2 | -7.0 | 100.7 | 4.2 | 72.5 | 9.5 | 14.3 | 86.0 | 23.4
Cc1ccc(C2Nc3ccccc3-c3nc4ccccc4n32)o1 (configuration not stated) | 7.6 | -0.8 | 98.8 | -7.1 | · | -13.5 | 21.0 | 98.9 | -0.7
c1ccc(CCn2c(C3CC3)nc3ccccc32)cc1 | 0.9 | 0.0 | 98.1 | 7.9 | 71.3 | -0.1 | 0.8 | 114.2 | -4.0
CNc1nc(CCN2C(=O)c3ccccc3C2=O)cs1 | -6.8 | -2.2 | · | -7.8 | · | 8.9 | 28.8 | · | -10.1
CN(C)S(=O)(=O)c1ccc(S(=O)(=O)Nc2ccc3c(c2)oc2ccccc23)cc1 | 11.4 | -3.9 | 101.7 | 6.9 | 84.7 | -12.7 | 10.7 | 73.2 | 19.1
Cc1n[nH]c(=O)nc1NC1CCCCC1 | -3.3 | -0.3 | 103.2 | -5.5 | 98.6 | 5.9 | 1.2 | 103.0 | -0.2
CCOc1ccc(NCC(=O)Nc2ccc(Cl)cc2C)cc1 | -15.1 | -10.5 | 89.3 | 6.4 | 91.7 | 17.2 | · | 76.3 | -4.0
Brc1cccc(-c2nnc(-c3ccccc3)o2)c1 | -1.1 | -5.1 | 102.5 | -11.1 | 80.2 | 4.2 | 14.1 | 92.5 | -9.9
Cc1nc(N2CCOCC2)c(C#N)c2c1COC(C)(C)C2 | 1.0 | -4.9 | 97.2 | -7.6 | 91.7 | 1.5 | -0.3 | 111.2 | -1.3
Cc1cc(F)ccc1NCc1cc2c(cc1[N+](=O)[O-])OCO2 | 7.6 | -10.9 | · | 0.4 | · | -10.8 | 2.0 | · | -17.5
Cc1cc(C)c(NC(=O)CN(C2CCCCC2)C2CCCCC2)c(C)c1 | -0.8 | -1.9 | 94.5 | 2.5 | 79.9 | 1.1 | 52.8* | 103.8 | -2.5
CCOc1ccccc1NC(=O)Cn1c(=O)c2ccccc2n(CC)c1=O | -2.1 | -8.8 | 104.3 | 0.5 | 93.8 | 3.4 | · | 102.6 | 10.8
CC(=O)NC1CC2CCCC(C1)N2CC(=O)N1CCCc2ccccc21 (configuration not stated) | -15.4 | -2.9 | · | 6.0 | · | 14.0 | 1.6 | · | -8.1
Cc1ccc(S(=O)(=O)N2CCCC2)cc1S(=O)(=O)N1CCCC1 | -2.9 | -4.0 | 104.5 | 2.2 | 103.4 | 1.1 | 18.2 | 98.6 | 19.4
CN1CCN(NC(=O)c2ccc(Cl)c([N+](=O)[O-])c2)CC1 | 12.2 | -2.6 | · | -7.2 | · | -9.7 | 1.6 | · | 12.3
N#CC1=C(N)NC(SCc2ccc(Cl)cc2)=C(C#N)C12CCCCC2 | -40.1 | -2.1 | 85.1 | -6.5 | 13.1* | 42.2 | 18.5 | 44.5 | -11.3
COCCCNC(=O)c1ccc(CS(=O)(=O)Cc2cccc(C)c2)o1 | · | -0.6 | 96.0 | 37.4* | 103.3 | · | -2.9 | 102.8 | -4.4
NC(=O)c1ccsc1NC(=O)c1ccco1 | 15.2 | -3.8 | 103.4 | 3.8 | 82.6 | -12.6 | 22.2 | 84.5 | -16.3
O=C(/C=C/c1ccc(Cl)cc1)NCCSc1ccccc1 | -11.3 | -2.2 | · | -11.5 | · | 9.9 | -10.6 | · | -11.4
CC(NC(=O)c1ccc(CS(=O)(=O)Cc2ccccc2F)o1)c1ccc2c(c1)OCCO2 (configuration not stated) | 4.0 | -14.2 | 101.0 | -5.3 | 99.1 | -1.4 | 8.2 | 102.4 | -3.0
COC(=O)c1ccc(CSc2ccc3nnc(-c4cccc(F)c4)n3n2)o1 | -8.6 | -0.1 | 97.7 | -1.1 | 82.8 | 11.8 | 41.1* | 81.5 | -27.0
CCC(NC(=O)Nc1cc(OC)c(OC)c(OC)c1)(C(F)(F)F)C(F)(F)F | 14.8 | -2.2 | 100.2 | -3.6 | 89.1 | -14.9 | 5.0 | 84.4 | -1.4
CCOC(=O)c1snc2c(=O)[nH]cnc12 | · | -5.0 | 99.4 | 11.4 | 101.0 | · | 27.2 | 89.8 | 8.9
CCOC(=O)Cc1csc(NC(=O)COc2ccccc2OCC)n1 | 2.3 | -2.8 | 101.0 | -5.7 | 89.9 | -0.6 | 6.3 | 103.0 | 17.2
COc1cccc2c1OC1(C)CC2NC(=O)N1 (configuration not stated) | 2.9 | -2.1 | 100.4 | 12.8 | 93.3 | -4.2 | 0.6 | 94.2 | -12.0
(list continues)
SMILES | sEH act | S1P2 ag | Lung fibro prol | LYP act | H69AR inhibit | sEH inh | PostGolgi ctrl | HUVEC prolif 384 | S1P2 blocker
COc1cccc(Cn2cnc3c(NS(=O)(=O)c4cc(Cl)ccc4Cl)c(C)c(C)cc32)c1 | -6.8 | -6.1 | · | -8.1 | · | 9.0 | 21.9 | · | 21.0
Cc1ccc(NC(=O)CS(=O)Cc2nc(-c3ccc(C)cc3)oc2C)cc1 (configuration not stated) | 15.5 | -2.7 | 97.4 | 5.7 | 93.8 | -16.4 | 11.7 | 105.6 | -7.5
Cc1[nH]c2ccccc2c1CC(=O)O | 6.6 | 0.7 | 96.9 | -2.6 | 98.1 | -6.6 | 0.6 | 103.2 | 2.3
Cc1ccc2cc(C(c3nnnn3C3CCCC3)N3CCOCC3)c(=O)[nH]c2c1C (configuration not stated) | 13.9 | -4.9 | 95.4 | -1.5 | 80.3 | -15.4 | 9.8 | 100.2 | 2.5
COc1ccccc1N1CCN(CCCC(=O)c2ccc(F)cc2)CC1 | · | -1.5 | 105.4 | -13.7 | 95.3 | · | 0.7 | 99.2 | -7.9
Nc1c(-c2ccc(Cl)cc2)cnc2ncnn12 | 2.0 | -7.8 | · | 4.5 | · | 0.5 | 13.9 | · | -9.0
CCCCCCCCC(=O)NC(NC(=S)N1CCOCC1)C(Cl)(Cl)Cl (configuration not stated) | 1.3 | -3.3 | 93.1 | -7.6 | 99.6 | 1.2 | · | 96.0 | 6.4
CN1CCN(S(=O)(=O)c2ccc(N(C)Cc3cccs3)nc2)CC1 | 0.3 | -2.0 | 95.0 | 9.2 | 103.4 | 0.9 | -4.6 | 95.5 | 21.5
Nc1ccc(-n2nnnc2-c2ccco2)cc1 | 6.3 | 1.6 | 100.6 | 0.8 | 112.3 | -6.8 | 5.2 | 98.7 | -4.0
C=CCNC(=O)c1ccccc1NS(=O)(=O)c1ccc(SC)cc1 | 0.8 | -1.6 | 92.8 | 4.2 | 106.1 | -2.8 | 4.7 | 88.7 | 13.0

Source: PubChem (several laboratories)
